Neddyl block: inhibitors of human cullin neddylation | P61081+Q13564 | TR-FRET cullin neddylation, biochemical | calls only at 25 µM | 360,000 tested, 0.58% active; in the data active = inhibition above about 36%
Rpn11 block: blocks the human proteasome subunit Rpn11. calls only at 20 µM. human 26S proteasome, Ub4-pepOG fluorescence polarization; 20S core pre-blocked with epoxomicin. O00487. 360,000 tested, 0.59% active;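 active = inhibition at 20 µM, scaled to each plate's controls, above about 33%, limit read from the data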
NadD block: NadD (S. aureus) enzyme inhibition. AID 602399. 360,000 tested, 0.78% active. inhibition, % at 20 µM. purified NadD enzyme, colorimetric absorbance read-out; in the data active = inhibition above about 26%; also: some compounds past the cut are filed as inactive
LMPTP block: blocks human LMPTP phosphatase; P24666; inhibition, % at 20 µM; recombinant LMPTP-A, OMFP fluorogenic substrate, fluorescence intensity; 360,000 tested, 0.22% active;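 active = compounds that cut the enzyme signal by at least half of the control window in the single-dose screen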;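 also: plate controls were DMSO wells with enzyme plus substrate for no effect and substrate without enzyme for full effect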
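Assay system: LMPTP-A phosphatase enzyme | Input: 0.625 nM enzyme | Also added: Fluorogenic phosphatase substrate OMFP at 400 µM final | Compound dosing: One test concentration per compound, 20 µM, with 3% DMSO overall | Schedule: 50 min enzyme reaction at room temperature, protected from light | Signal: Fluorescence intensity | Benchmarks: no-enzyme and uninhibited controls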
Rin1-Abl PPI inh: human Rin1-Abl interaction inhibition; P00519+Q13671; TR-FRET Rin1/Abl binding, biochemical; inhibition, % at 7.35 µM; 360,000 tested, 0.4% active; AID 588664; in the data active = inhibition above about 5%, passing the limit was not always enough
Scp-1 inhibitor: inhibitors of human Scp-1 phosphatase; Q9GZU7; Recombinant Scp1, phosphopeptide, malachite green phosphate absorbance; inhibition, % at 20 µM; 340,000 tested, 0.88% active;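 active = inhibition above about 50% at 20 µM, limit read from the data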;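 also: plate controls were DMSO wells with enzyme for no effect and wells lacking enzyme for full effect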
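Test system – truncated SCP-1 phosphatase (76-261aa) · Reagent – Phosphorylated 17-residue peptide substrate · Incubation – 45 min room-temperature reaction, 5 min colour, 30 min stabiliser · Detection – colorimetric phosphate reagent with accelerator and stabiliser, absorbance at 630 nm · Measure – % inhibition at 20 µM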
SUMO1-SIM PPI: SUMO1-SIM interaction modulation; SUMO1 binding to a labelled peptide, TR-FRET, 1 h; P63165; 360,000 tested, 0.33% active; inhibition, % at 20 µM; in the data active = inhibition above about 37%
DNMT1 block: DNMT1 (human) enzyme inhibition; P26358; DNMT1 molecular beacon, Hinp1I cleavage, fluorescence; inhibition (reported as % activation of signal), % at 10 µM; 360,000 tested, 0.83% active; AID 588458; in the data active = inhibition above about 50%
STEP inh: STEP (human) phosphatase inhibition | P54829 | recombinant STEP, OMFP fluorogenic substrate, fluorescence | inhibition, % at 20 µM | 360,000 tested, 0.25% active;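 active = inhibition at 20 µM, scaled per plate between control wells, above about 37%, limit read from the data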;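 also: 0% = DMSO with enzyme and substrate and 100% = substrate only without enzyme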
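System: isolated STEP enzyme; schedule: 20 min enzyme reaction at room temperature, protected from light; medium: Bis-Tris buffer pH 6.0, 2.5 mM DTT, 0.005% Tween 20; signal: fluorescence, 480/540 nm; dosing: single compound dose of 20 µM, 1% DMSO final; also added: OMFP substrate, 25 µM final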
CSN inh: inhibitors of human CSN-mediated cullin deneddylation; AID 651999; Purified CSN, SCF-Nedd8-OG deneddylation, fluorescence polarization; inhibition, % at 12.5 µM; 360,000 tested, 0.38% active; Q92905;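 active = pattern-corrected inhibition above about 35%, with an unprinted fluorescence ratio check between 0.5 and 1.5, limit read from the data, passing the limit was not always enough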;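 also: 0% = enzyme with substrate and 100% = substrate without enzyme; some results filed as inactive read as strong as hits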
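Detection – fluorescence polarization · System – HEK293T-derived human Csn5 enzyme · Controls – substrate-only high control, full reaction low control · Timing – 90 min, room temperature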
* = called active by the depositor; i = inactive; . = not tested or not shown.

Neddyl block | Rpn11 block | NadD block | LMPTP block | Rin1-Abl PPI inh | Scp-1 inhibitor | SUMO1-SIM PPI | DNMT1 block | STEP inh | CSN inh | molecule
i | i | -1 | -0.6 | -3 | -5 | -11 | -5 | -2 | 3 | Cc1nc(C)c(C(=O)C2=C(O)C(=O)N(CCN3CCOCC3)C2c2cccs2)s1 (stereo not given)
i | i | -5 | -0.1 | -1 | -1 | 1 | 2 | 1 | -6 | COc1ccc(S(=O)(=O)N2CCOCC2)cc1NC(=O)COC(=O)C1COc2ccccc2O1 (stereo not given)
i | i | 4 | -2.2 | 2 | . | 3 | 6 | 0 | -5 | C[C@@H]1CN([C@H](C)CO)C(=O)c2cc(-c3ccccc3)cnc2O[C@@H]1CN(C)C(=O)C1CCOCC1
i | i | 0 | 0.8 | 6 | 4 | 2 | 1 | 0 | -6 | COc1ccccc1C(=O)NCC(=O)NNC(=O)C1COc2ccccc2O1 (stereo not given)
i | i | -4 | -1.5 | -1 | 0 | 0 | -2 | -3 | -11 | Cc1ccc(NC(=O)C2CC(c3ccc(F)cc3)=NO2)cc1 (stereo not given)
i | i | -3 | -0.1 | 0 | -4 | -4 | -1 | 2 | 2 | CN(Cc1cc(=O)n2ccsc2n1)Cc1nc2ccccc2c(=O)[nH]1
i | i | -1 | 0.3 | 2 | 1 | 3 | -4 | 2 | 2 | COc1ccccc1NC(=O)c1cn(C)c(=O)c2cc(OC)c(OC)cc12
i | . | . | -0.4 | . | . | 6 | . | . | 0 | COC(=O)c1sc(N)nc1CCNC(=O)OC(C)(C)C
i | i | 1 | -0.5 | 2 | -1 | -3 | 0 | -1 | 3 | Cn1cccc1C(=O)C(=O)Nc1ccccc1C(F)(F)F
i | i | -9 | 0.7 | 1 | -1 | 2 | 0 | -3 | -2 | COc1cccc(-c2c(NC(C)=O)n(C)c3ccccc3c2=O)c1
i | i | 8 | -1.5 | -1 | -10 | -2 | -5 | -2 | 1 | C/C(CC(=O)Nc1ccc2ccccc2c1)=N\NC(=O)c1cnccn1
i | i | -2 | -1.5 | 5 | 1 | -2 | 0 | 1 | 0 | CC1Sc2ccc(S(=O)(=O)N3CCC(C(=O)NCc4ccco4)CC3)cc2NC1=O (stereo not given)
i | i | 6 | 0.6 | 2 | -2 | -9 | 2 | 0 | 0 | Cc1cc(C)nc(N/N=C/c2ccccc2OCc2ccc([N+](=O)[O-])cc2)n1
i | i | 36* | 1.4 | -2 | 0 | 1 | -32 | -1 | 14 | Cc1ccc(Cl)cc1Nc1nc(-c2sc(NC(=O)c3ccco3)nc2C)cs1
i | i | 3 | 2.0 | 0 | -5 | 4 | -1 | -2 | 0 | Cc1ccc(-c2csc(NC(=S)NC(=O)c3ccco3)n2)cc1
i | i | -3 | -0.3 | 2 | -4 | -10 | -8 | 0 | 2 | COc1cc(/C=N/N(C)c2ccccc2)ccc1O
i | i | 8 | 0.7 | -3 | . | -1 | 2 | 0 | 2 | Nc1ccn([C@@H]2O[C@H](CNCc3ccc(OCC(=O)Nc4nccs4)cc3)[C@@H](O)[C@H]2O)c(=O)n1
i | i | 1 | 0.5 | 0 | -8 | 4 | -9 | 2 | 1 | Cc1ccc(OCCn2nnc3ccccc32)cc1C
i | i | -3 | 1.0 | -4 | -2 | -1 | -13 | -1 | -13 | CN(C)S(=O)(=O)c1ccc(Cl)c(C(=O)OCC(=O)NC(=O)c2cccn2C)c1
i | i | 13 | 0.9 | 0 | -2 | -2 | 0 | 4 | 5 | CCC(=O)N1CCc2cc(S(=O)(=O)N3CCN(c4cc(C)ccc4C)CC3)ccc21
i | i | 6 | -1.1 | 5 | -5 | -1 | -1 | 3 | 0 | COc1ccccc1NC(=O)c1ccc(Br)o1
i | i | -4 | 0.4 | 1 | -3 | 1 | -1 | -1 | 4 | Cc1cc(N2CCOCC2)nc2ccc(Cl)cc12
i | i | -2 | -0.2 | -2 | -10 | -1 | 21 | 1 | 12 | CCCCOc1ccc(NC(=S)Nc2cc(C)nc(SCCCC)n2)cc1
i | i | -5 | 0.2 | 3 | 3 | 0 | -2 | 0 | -4 | COc1ccc(/C(=C\Nc2ccc(C)c(C)c2)C(C)=O)cc1OC
i | i | 6 | 0.7 | 0 | -3 | 5 | -5 | 0 | -8 | CCC(=O)NC(=S)Nc1ccc(N2CCN(C(=O)c3ccc(Cl)cc3)CC2)cc1

Entries of single compounds as entered above. Order of screens: Neddyl block	Rpn11 block	NadD block	LMPTP block	Rin1-Abl PPI inh	Scp-1 inhibitor	SUMO1-SIM PPI	DNMT1 block	STEP inh	CSN inh
`Cc1nc(C)c(C(=O)C2=C(O)C(=O)N(CCN3CCOCC3)C2c2cccs2)s1` (stereo not given) is entered as i	i	-1	-0.6	-3	-5	-11	-5	-2	3
`CN(Cc1cc(=O)n2ccsc2n1)Cc1nc2ccccc2c(=O)[nH]1` is entered as i	i	-3	-0.1	0	-4	-4	-1	2	2
`CCCCOc1ccc(NC(=S)Nc2cc(C)nc(SCCCC)n2)cc1` is entered as i	i	-2	-0.2	-2	-10	-1	21	1	12
`Cn1cccc1C(=O)C(=O)Nc1ccccc1C(F)(F)F` is entered as i	i	1	-0.5	2	-1	-3	0	-1	3

(next part)
Neddyl block | Rpn11 block | NadD block | LMPTP block | Rin1-Abl PPI inh | Scp-1 inhibitor | SUMO1-SIM PPI | DNMT1 block | STEP inh | CSN inh | molecule
i | i | -2 | -0.9 | 1 | 6 | -5 | -1 | 3 | -3 | CCCCNC(=S)N1CCN(c2ccc(C(C)=O)cc2)CC1
i | i | -15 | 0.8 | 3 | -5 | 4 | -3 | 5 | -4 | CN1CCN(c2ncnc3c2c(-c2ccccc2)cn3-c2ccc(F)cc2)CC1
i | i | 2 | -0.2 | -2 | 0 | -3 | -2 | 0 | 38* | CCOc1ccc(CCNC(=O)COC(=O)CCC(=O)c2cccs2)cc1OCC
i | i | -14 | 1.1 | 0 | . | 6 | -3 | 2 | 2 | CC(=O)C1=CCC(c2ccccc2)N(S(=O)(=O)c2ccc(Cl)cc2)C1 (stereo not given)
i | i | -1 | -2.0 | 0 | -4 | 2 | 2 | 0 | -6 | Cc1ccc(C(=O)Nc2ncccc2C)o1
i | i | 12 | 3.3 | -1 | 0 | -1 | -10 | 3 | -1 | COc1cc2c(cc1NC(=S)Nc1cccc(C)c1)oc1ccccc12
i | i | -1 | -0.8 | -3 | -11 | 7 | 2 | 2 | 0 | COc1cccc2c(=O)n(CC(=O)N3CCCCCC3)ccc12
i | i | 0 | 0.0 | -1 | -12 | -10 | -5 | -2 | 4 | O=C(/C=C/c1cccs1)c1ccc(NC(=O)c2ccccc2F)cc1
i | i | -6 | 0.2 | 2 | -5 | -2 | 2 | 1 | -3 | CCOC(=O)C1CCCNC1=O (stereo not given)
i | i | 10 | 4.9 | -3 | -7 | 4 | -34 | 2 | 1 | CC(C)N(C(=O)[C@H]1C[C@H](CC(=O)NCc2cccc(C(F)(F)F)c2)C(=O)N2CCc3c([nH]c4ccc(Cl)cc34)[C@]12C)C(C)C
i | i | -1 | 0.6 | 2 | 9 | 3 | -1 | -1 | -1 | COc1ccc(CN(C)C(=O)Cc2c[nH]c3ccccc23)cc1
i | i | 1 | 1.5 | -5 | . | -17 | 4 | -1 | -4 | NC(N)=NN=Cc1ccnc2ccccc12
i | i | -6 | 0.1 | 2 | -7 | -3 | -11 | 2 | 4 | Cc1ccc(NC(=O)Cc2c(Cl)cccc2Cl)cc1S(=O)(=O)N(C)C
i | i | -7 | 1.3 | 2 | -3 | -19 | -6 | -1 | 0 | O=C(Nc1ccc([N+](=O)[O-])cc1)c1ccc(Cn2cc([N+](=O)[O-])cn2)cc1
i | i | -4 | 0.0 | 2 | -6 | 1 | 23 | 0 | 4 | CN(CC(=O)Nc1cccc(F)c1)C(=O)c1csc2c1CCCC2
i | i | 3 | 0.1 | -1 | -5 | 1 | 0 | 2 | -2 | O=C(COc1ccc(S(=O)(=O)N2CCCCC2)cc1)NC1CCCCC1
i | i | 1 | -0.1 | -1 | 2 | 1 | 9 | 1 | -2 | CCNC(=O)c1cc(Br)ccc1Cl
i | i | -1 | 7.0 | 1 | -10 | 4 | -22 | 2 | 5 | O=C(NCc1ccccc1)C1=C[C@H](c2ccc(C(F)(F)F)cc2)C[C@H](OCc2ccc(CO)cc2)O1
i | i | 6 | 1.6 | -1 | 0 | -1 | -18 | 0 | -1 | O=C1CN(C(=O)CSc2nc(-c3ccc(Cl)cc3)cs2)c2ccccc2N1
i | i | 2 | -0.5 | 2 | -1 | -3 | 1 | 0 | 11 | CCOC(=O)C1(CCc2ccccc2)CCN(C(=O)CCc2cnccn2)CC1
i | i | 2 | -1.0 | 0 | -7 | -5 | 1 | 0 | -1 | O=C(COC(=O)/C=C/c1ccc(OC(F)F)cc1)Nc1ccc2[nH]c(=O)[nH]c2c1
i | i | 1 | 0.3 | -1 | -3 | 5 | 0 | 1 | -1 | CCOC(Cn1ccc(=O)[nH]c1=O)OCC
i | i | -1 | 0.0 | 0 | 3 | 0 | 8 | 4 | 0 | COc1ccc(C(=O)Nc2cccc(-c3cnc4ccccc4n3)c2)cc1
i | i | -7 | 1.9 | 3 | -7 | -4 | -6 | 0 | 1 | Nn1c(SCc2ccc([N+](=O)[O-])cc2)nc2ccccc2c1=O
i | i | 20 | 3.4 | 3 | 5 | 2 | -17 | -2 | -1 | Cc1ccc(C(=O)OCC(=O)Nc2nc(-c3ccccc3)cs2)cc1NC(=O)c1ccco1
i | i | 2 | -0.5 | -4 | -5 | 15 | -7 | 4 | -3 | COc1ccc(OC)c(NC(=O)C2CCN(Cc3cnn(-c4ccccc4)c3-n3cccc3)CC2)c1
i | i | 2 | -0.3 | 3 | . | -1 | 2 | 1 | 0 | Nc1nc2ccccc2n1S(=O)(=O)c1ccc(Cl)cc1
i | i | 0 | 1.3 | 2 | -13 | -2 | -1 | -2 | -2 | COc1ccc(N(CC(=O)Nc2cccc(C(F)(F)F)c2)S(C)(=O)=O)cc1
i | i | 11 | 0.0 | -3 | -4 | -2 | 2 | 1 | 0 | CC(C)NC(=O)c1cc(=O)n(C)c(=O)n1C
i | i | 1 | -1.4 | -3 | -4 | 1 | 2 | 0 | 4 | CCCN1CN=C(Nc2nc3ccccc3o2)NC1
i | i | -1 | -1.6 | -2 | -14 | 1 | 2 | 1 | 0 | O=C(NC(=S)NNC(=O)c1ccccc1O)c1ccco1

Sorted by formula weight (smallest number first): part of the list above.
Neddyl block | Rpn11 block | NadD block | LMPTP block | Rin1-Abl PPI inh | Scp-1 inhibitor | SUMO1-SIM PPI | DNMT1 block | STEP inh | CSN inh | molecule
i | i | 11 | 0.0 | -3 | -4 | -2 | 2 | 1 | 0 | CC(C)NC(=O)c1cc(=O)n(C)c(=O)n1C
i | i | -1 | -1.6 | -2 | -14 | 1 | 2 | 1 | 0 | O=C(NC(=S)NNC(=O)c1ccccc1O)c1ccco1
i | i | 0 | 1.3 | 2 | -13 | -2 | -1 | -2 | -2 | COc1ccc(N(CC(=O)Nc2cccc(C(F)(F)F)c2)S(C)(=O)=O)cc1
